Screens as filed in PubChem BioAssay.
MgcRacGAP inhibition: MgcRacGAP GTPase-activating activity inhibitors, confirmation, biochemical, ADP Hunter fluorescence; MgcRacGAP-stimulated Rac1 GTP hydrolysis, ADP Hunter fluorescence; higher % means a stronger effect; GST-tagged Rac1 F28L mutant substrate; inhibition, % at 30 µM, or IC50 in µM where a hit was titrated; hit rate 0.6% among 340,000; AID 624330, 2012;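 active = first-screen hits whose inhibition reached a set limit at any dose in the follow-up dose series; inconclusive = inhibition above the set first-screen limit but never retested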;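 note: fluorescence reports GDP produced by GAP-driven GTP hydrolysis; strong numbers were not always called active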
TNAP activators: human TNAP enzyme activators, primary screen, biochemical, luminescent, no phosphate acceptor, uHTS (AID 1001) | activation fold at 20 µM, or EC50 in µM where a hit was titrated | purified TNAP, luminescent activation assay, no phosphate acceptor; higher activation fold means a stronger effect | hit rate 0.03% among 200,000 | Alkaline phosphatase, tissue-nonspecific isozyme (Homo sapiens); in the data active = activation fold from about 3, or a potency from the dose series; inactive = the rest, 99 in 100 with activation fold below about 1.6; note: many of its hits are not listed in these tables
SV40 large T antigen: SV40 large T antigen inhibitors, biochemical (AID 1903). SV40 large T antigen ATPase/helicase inhibition assay; higher % means a stronger effect. inhibition, % at 20 µM, or IC50 in µM where a hit was titrated. hit rate 0.39% among 310,000; in the data active = a potency from the dose series; inconclusive = inhibition mostly from about 32% at the one dose, without a potency; inactive = the rest, 99 in 100 with inhibition below about 32%; note: strong numbers were not always called active
K1F lysis inhibition: inhibition of K1F phage lysis, E. coli UTI89, bacterial capsule biogenesis inhibitors, alamar blue (AID 488966). E. coli UTI89 K1F phage lysis, alamar blue, 2 h; higher % means a stronger effect. inhibition, % at 100 µM, or IC50 in µM where a hit was titrated. hit rate 0.02% among 340,000;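 active = phage lysis inhibition, versus mean bacterial control, above a set limit; inconclusive = no clear call, values can overlap the other calls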;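 note: capsule biogenesis inhibitors block K1F phage lysis so surviving cells raise fluorescence; higher fluorescence means more inhibition of phage lysis; actives were called in the ten point dose series up to 300 µM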
Myeloid diff MLP: induction of myeloid progenitor differentiation, primary screen, cell-based, flow cytometry, MLPCN library | calls only at 10 µM | AID 624256, 2012 | ER-HoxA9 myeloid progenitors, lysozyme-GFP differentiation | hit rate 1% among 360,000;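 active = normalized GFP-positive differentiation at or above the plate's own cutoff, the solvent-only control mean plus 3 SD; inconclusive = no clear call, values can overlap the other calls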;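 note: cells exposed to compound for four days before flow analysis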
NTR1 ag: agonists of NTR1, primary screen, imaging, U2OS cells, beta-arrestin-GFP, high content (AID 493036). Neurotensin receptor type 1 (Homo sapiens), P30989. NTR1-U2OS beta-arrestin-GFP spot imaging, agonist mode. activation, % at 20 µM. hit rate 0.17% among 330,000;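 active = activation at or above 40% of the spot to cytoplasm intensity ratio, with at least 20 cells analyzed; inconclusive = wells under 20 cells, flagged as cytotoxic or low count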;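 note: 0% = DMSO without peptide and 100% = 100 nM NTR1 peptide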
Target sequence (P30989 whole entry, looked up): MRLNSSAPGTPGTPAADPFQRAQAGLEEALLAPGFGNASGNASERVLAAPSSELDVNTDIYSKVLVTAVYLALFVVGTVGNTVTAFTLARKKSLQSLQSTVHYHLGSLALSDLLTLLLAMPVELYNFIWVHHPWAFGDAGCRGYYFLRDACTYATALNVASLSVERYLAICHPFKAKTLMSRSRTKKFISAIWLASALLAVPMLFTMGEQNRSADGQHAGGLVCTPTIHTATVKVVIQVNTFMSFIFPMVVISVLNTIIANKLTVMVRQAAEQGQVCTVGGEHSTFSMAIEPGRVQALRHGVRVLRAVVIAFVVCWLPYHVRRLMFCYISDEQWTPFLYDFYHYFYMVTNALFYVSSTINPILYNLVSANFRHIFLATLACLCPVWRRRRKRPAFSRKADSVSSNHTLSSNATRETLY
RSV CPE inhibition: RSV antiviral activity via CPE protection, HEp-2 cells, primary 10 µM value included (AID 2391); HEp-2 cells, RSV-induced CPE inhibition; higher % means a stronger effect; CPE inhibition, % at 10 µM; hits with a dose series show IC50 in µM; hit rate 0.13% among 310,000; in the data active = a potency from the dose series; inconclusive = CPE inhibition mostly from about 23% at the one dose, without a potency; inactive = the rest, 99 in 100 with CPE inhibition below about 21%; note: strong numbers were not always called active
T cell modulator: modulators of CD8 T cell-vesicle binding, primary screen, mouse 2C CD8+ T cells, flow cytometry; 2C CD8+ T cell-vesicle binding; hits give low values; calls only at 7 µM; hit rate 0.068% among 330,000; AID 2052, 2009;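 active = response, share of CD8 T cells binding vesicles, and their 90th percentile fluorescence all below set limits, cut at about 80% in these data, passing the limit was not always enough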
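Benchmarks: naked versus QL9-loaded vesicles / Assay system: purified 2C TCR transgenic mouse naive CD8+ T cells / Technique: high-throughput flow cytometry with anti-B7-1 and anti-CD8 staining / Timing: Cell–vesicle co-incubation 1.5 h at 37 °C, staining 20 min on ice / Read-out: percent CD8+ FL2 mean versus row control / Probe or stimulus: QL9-loaded Drosophila micro-vesicles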
Salmonella PhoP GFP: inhibitors of PhoP regulon expression, primary screen, Salmonella Typhimurium, GFP reporter (AID 1863) | S. Typhimurium PhoP-regulated promoter GFP reporter, 4 h; higher % means a stronger effect | inhibition, % at 50 µM; hits with a dose series show IC50 in µM | hit rate 0.16% among 300,000;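 active = inhibition over 29.93%, a cutoff 3 SD above the screen mean, later confirmed by dose response; inconclusive = inhibition over 29.93% but no dose response follow-up; inactive = inhibition at most 29.93% or unconfirmed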;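 note: 0% = low Mg2+ inducing control and 100% = high Mg2+ repressing control; strong numbers were not always called active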
T cell modulator vesicle-bound %: second read-out of T cell modulator, no call of its own (marks repeat the call); double positive events, %; measured here: CD8+ vesicle-bound cell fraction;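 binding gate set so that unloaded-vesicle control wells show 10% double positive cells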
NTR1 ag cell count 20 µM: also measured in NTR1 ag; calls as there; cell count; measured here: cell count, cytotoxicity flag
Myeloid diff MLP GFP+ MAC1+ %: also measured in Myeloid diff MLP; calls as there; GFP+ MAC1+ double positive, %; measured here: differentiation confirmed by MAC1 staining
Active calls of the source: *; i = inactive; ? = inconclusive; nt = not tested or not shown; + = active, no number; & = joins results of further samples; [ ] = dose if it differs, or a comment. Compounds were not picked by outcome; 2.3% or so of the library scored in one or more.

SMILES	MgcRacGAP inhibition	TNAP activators	SV40 large T antigen	K1F lysis inhibition	Myeloid diff MLP	Myeloid diff MLP GFP+ MAC1+ %	NTR1 ag	NTR1 ag cell count 20 µM	RSV CPE inhibition	T cell modulator	T cell modulator vesicle-bound %	Salmonella PhoP GFP
COc1cc(CC(=O)OCc2cccc([N+](=O)[O-])c2)cc(OC)c1OC	3%	nt	-8%	0.1%	i	1.0	-0.8	48	0.9%	i	21	2%
CCCCC(=O)Nc1cccc(NC(=O)c2ccc(Br)o2)c1	5%	1.1	10%	0.6%	i	8.3	0.4	59	-1.2%	i	10	12%
C=CCc1ccc(OCCCOc2ccc(C)c(C)c2)c(OC)c1	7%	1.1	1%	0.1%	i	0.7	0.7	54	1.4%	i	17	3%
COC(=O)c1cc2ccsc2n1Cc1nc(-c2cccc(Cl)c2)oc1C	-10%	1.2	-2%	0.0%	i	2.2	-1.1	85	1.9%	i	36	4%
COc1cccc(CNC(=O)CNC(=S)N(Cc2ccccc2)Cc2ccccc2F)c1	2%	1.2	0%	-0.1%	i	0.5	nt	nt	nt	nt	nt	9%
COCCNCCCOc1ccc(Br)cc1Cl	14%	1.1	9%	-0.4%	i	0.8	0.9	60	-0.2%	i	14	2%
O=C(NCc1cccc2[nH]ccc12)C1CCC(=O)N(CCc2ccccc2)C1 (centres undefined)	1%	nt	14%	0.1%	i	1.8	0.9	44	-2.0%	i	44	-3%
CCOC(=O)C1(C)NC(c2cc(OC)c(OC)c(OC)c2)C2C(=O)N(CC)C(=O)C21 (centres undefined)	8%	1	3%	0.3%	i	0.5	-0.9	92	-1.4%	i	32	-18%
Cc1ccc(N(CC(=O)NC2CCCCC2)C(=O)CNC(=O)c2cccs2)cc1	0%	nt	7%	0.2%	i	0.5	1.5	60	0.1%	i	55	5%
Cc1ccc(S(=O)(=O)N2CCN(CC(=O)NC(=O)NCc3ccco3)CC2)cc1C	9%	nt	8%	-0.1%	i	0.3	1.2	51	0.0%	i	42	nt
NC(=O)CC(NC(=O)Cc1cccc2ccccc12)c1ccc(NCCN2CCCCC2)c([N+](=O)[O-])c1 (centres undefined)	7%	nt	-4%	0.2%	i	1.2	-3.0	75	-0.2%	i	18	7%
CC(C)Oc1ccc(CNC(=O)c2ccc3c(c2)N(C)CCS3)cc1	11%	nt	16%	0.3%	i	3.3	-1.9	53	4.8%	i	38	nt
CC(C)C[C@H]1COCCS(=O)(=O)N1Cc1ccc(Cl)c(Cl)c1	-2%	nt	9%	-0.7%	i	1.4	0.2	93	19%	i	31	-1%
CNc1nc(C)nc(-n2nc(C)cc2C)n1	10%	1.1	75%	-2.2%	i	2.8	1.6	31	0.2%	i	56	-4%
c1csc(-c2nnsc2-c2nc3ccccc3[nH]2)c1	6%	1.1	9%	0.9%	i	0.9	0.4	44	1.0%	i	29	-7%
Nc1ccccc1SCCS(=O)(=O)c1ccc(Cl)cc1	-3%	nt	7%	0.2%	i	0.2	-0.2	64	0.7%	i	29	-4%
Cc1oc2cc3oc(=O)c(CC(=O)N[C@@H](C)C(=O)NC(Cc4ccc(Cl)cc4)C(=O)O)c(C)c3cc2c1C (some centres undefined)	11%	nt	4%	-0.2%	i	1.1	-1.4	94	2.9%	i	30	14%
CC(=O)N(CC(C)(C)CC=C(C)C)c1ccccc1	nt	1.1	23%	nt	nt	nt	0.3	80	2.6%	i	42	-4%
COc1ccc(C)cc1N(C(=O)c1ccccc1)c1nc2ccccc2s1	7%	1.1	5%	3.6%	i	0.5	1.5	48	6.1%	i	40	-12%
Cc1ccc(-c2nc(SCC(=O)Nc3cc(S(=O)(=O)N4CCCCC4)ccc3Cl)n[nH]2)cc1	3%	1	13%	0.8%[50 µM]	i	0.5	5.2	78	15%	i	34	-7%
O=C(N/N=C/c1ccc(Cl)c([N+](=O)[O-])c1)C1CC1	8%	1.1	17%	0.4%	i	0.3	0.0	77	1.8%	i	60	7%
COC(=O)c1ccc(/C=N/NC(=O)CC(=O)NC2CCCCC2)cc1	-4%	1	21%	1.5%	i	0.3	1.4	93	-1.8%	i	39	-3%
CN1CCC2(CC1)NC(=O)NC2=O	3%	1.2	15%	0.6%	i	0.4	-1.7	50	1.7%	i	65	-4%
CCOC(=O)C1=CN(Cc2ccco2)S(=O)(=O)N(C)C1c1ccc(C(F)(F)F)cc1 (centres undefined)	10%	nt	nt	0.1%	i	0.6	0.3	56	nt	nt	nt	nt
CC(=O)Nc1ccc(NC(=O)C(C)OC(=O)C(C)SCC(=O)Nc2ccc(F)cc2)cc1 (centres undefined)	-1%	nt	11%	0.4%[50 µM]	i	0.8	-0.4	57	-1.1%	i	44	-5%
COc1ccc(C(=O)NCC(O)COc2ccc(C(C)(C)C)cc2)cc1[N+](=O)[O-] (centres undefined)	nt	1.1	9%	nt	nt	nt	4.1	63	8.0%	i	38	-12%
CC1CCC2C(=O)N(c3ccccc3OC(=O)c3ccccc3)C(=O)C2C1 (centres undefined)	9%	1	2%	0.1%	i	3.0	-2.0	59	-2.2%	i	44	-3%
COc1ccc(NC(=O)C2CCCN(S(=O)(=O)c3ccccc3)C2)c(OC)c1 (centres undefined)	8%	nt	15%	4.2%[50 µM]	i	0.8	-0.3	61	1.9%	i	30	-3%
O=C(Cc1ccccc1[N+](=O)[O-])NC1CCN(Cc2ccccc2)CC1	10%	nt	5%	1.4%	i	0.8	0.0	71	-0.7%	i	50	1%
N=c1ccn2c(n1)O[C@H]1[C@H](O)[C@@H](CO)O[C@H]12	-5%	nt	1%	0.0%[50 µM]	?	nt	3.4	83	3.6%	i	32	1%
O=C1CCC(=O)N1OCCCOc1ccccc1	6%	1.1	15%	0.2%	i	1.4	6.5	98	3.1%	i	38	-3%
O=C(NNC(=O)c1n[nH]c(=O)c2ccccc12)c1ccc(Br)cc1	6%	nt	2%	-0.9%[50 µM]	i	0.5	0.3	62	-0.7%	i	8	-6%
Cc1cnc(C(=O)Nc2nc(-c3ccccc3)cs2)cn1	1%	1.3	8%	4.1%	i	0.5	3.1	49	5.4%	i	31	-5%
CC1CN(c2oc(-c3cccs3)nc2C#N)CC(C)O1 (centres undefined)	-3%	1.1	-2%	1.4%	i	1.1	1.6	45	1.4%	i	58	-11%
CCCn1c(C)cc(/C=C(\C#N)C(=O)OCC(=O)Nc2cccc(OC)c2)c1C	4%	1.1	6%	1.4%[50 µM]	i	0.5	9.0	32	3.0%	i	40	3%
CC1CCC(NC(=O)CCN2C(=O)C3CC=CCC3C2=O)CC1 (centres undefined)	2%	nt	nt	1.1%[50 µM]	i	0.6	-0.9	63	nt	i	31	nt
N#C/C(=N\O)c1nc(-c2ccccc2)cs1	-4%&6%	1&1.1	-2%&-2%	0.3%&2.0%	i	3.5&0.9	3.3&-3.4	86&99	7.9%&5.5%	i	41&49	-11%&-8%
Cc1ccccc1-n1ccnc1SCC(=O)O	1%	1.1	5%	-0.5%	i	1.4	-0.9	36	-0.2%	i	49	2%
CCOC(=O)NC(=O)c1cn(-c2ccc(OC)cc2)c(=O)[nH]c1=O	-4%	nt	10%	0.6%	i	0.5	-0.1	81	0.9%	i	63	-1%
COc1ccc(/C=N/NC(=O)COc2cccc3ccccc23)c(C(=O)O)c1OC	6%	1	-4%	0.2%	i	0.5	0.7	68	3.0%	i	2	15%
COc1ccccc1CCC(=O)Nc1ccc2c(c1)CN(Cc1ccc(C)o1)CC2	7%	nt	4%	-0.2%	i	4.3	-0.5	81	1.8%	i	30	5%
COc1cccc(-c2nnc(SCC3CNC(=O)O3)n2-c2ccc(Cl)cc2)c1 (centres undefined)	7%	1.1	13%	0.9%	i	0.8	-0.8	48	1.1%	i	36	-3%
N#Cc1cc2c(nc1SCc1ccccc1)CCCC2	-5%	1.1	1%	2.0%	i	0.5	2.8	40	1.1%	i	49	1%
O=[N+]([O-])c1ccc2c(c1)nc1n2CCSC1	12%	nt	10%	2.5%	i	0.2	-0.2	44	nt	i	25	-8%
COc1ccc(C(=O)c2coc3ccc(O)c(CN4CCCCC4)c23)cc1	9%	1.1	9%	0.1%	+	9.2*	4.5	37	1.0%	i	62	4%
CC(=O)Nc1ccc(S(=O)(=O)NC2(C(F)(F)F)NC(=O)N(Cc3ccccc3)C2=O)cc1 (centres undefined)	8%	nt	19%	0.8%[50 µM]	i	0.0	0.6	73	2.1%	i	29	9%
COc1ccc(CCNC(=O)Cn2nc(C)n3nc(-c4ccccc4)cc3c2=O)cc1OC	9%	nt	6%	1.9%	i	0.5	1.1	67	0.9%	i	48	5%
Cc1cc2nc3c(nc2cc1C)CCCC3	0%	nt	8%	0.3%	i	0.1	-0.4	44	0.5%	i	36	10%
Cc1ccc(OC(C)C(=O)Nc2ccc(F)cc2)c([N+](=O)[O-])n1 (centres undefined)	2%	nt	nt	1.5%[50 µM]	i	1.0	-1.8	82	-0.4%	i	6	nt
Cc1ccc(-c2c(C)n([O-])c3c([n+]2=O)CCCCC3)cc1	1%	1.1	8%	1.6%	i	1.0	-0.7	45	1.1%	i	45	-5%
CCCC(=O)Nc1nc(CC(=O)OCC)cs1	3%	1.1	17%	0.4%	i	0.4	2.8	59	-2.0%	i	55	7%
O=C(Cc1ccc(-n2c(=O)c3ccccc3n(Cc3cccc([N+](=O)[O-])c3)c2=O)cc1)NCC1CCCO1 (centres undefined)	nt	1	3%	nt	nt	nt	1.0	56	7.6%	i	45	-6%
C=CCOc1ccc(/C=N/NC(=O)C(=O)Nc2ccccn2)cc1OC	-3%	1.8	1%	0.5%[50 µM]	i	0.0	-1.6	77	0.7%	i	39	9%
